Screening data as filed in PubChem.
CHRM4 agonist: human M4 muscarinic receptor agonists, primary screen, CHO-K1 cells, Fluo-8 calcium fluorescence; 360,000 tested, 0.14% active; activation, % at 3 µM; CHO-K1 hM4/Gqi5; vehicle 0%, full acetylcholine response 100%;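 active = activation above the run mean over all test wells plus 3 SD, cut at about 32% in these data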;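 also: peak over basal fluorescence ratio per well then scaled between controls; 0% = DMSO wells and 100% = acetylcholine at EC100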
TAAR1 agonist: human TAAR1 agonists, primary screen, Fluo-8 calcium fluorescence, CHO RD-HGA16 cells; activation, % at 3 µM; AID 624467, 2012; Trace amine-associated receptor 1 (Homo sapiens), Q96RJ0; 360,000 tested, 0.99% active; vehicle wells 0%, saturating PEA agonist 100%;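 active = activation above the mean activation of all test compounds in the run plus 3 SD, cut at about 38% in these data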
Target sequence (Q96RJ0 whole entry, looked up): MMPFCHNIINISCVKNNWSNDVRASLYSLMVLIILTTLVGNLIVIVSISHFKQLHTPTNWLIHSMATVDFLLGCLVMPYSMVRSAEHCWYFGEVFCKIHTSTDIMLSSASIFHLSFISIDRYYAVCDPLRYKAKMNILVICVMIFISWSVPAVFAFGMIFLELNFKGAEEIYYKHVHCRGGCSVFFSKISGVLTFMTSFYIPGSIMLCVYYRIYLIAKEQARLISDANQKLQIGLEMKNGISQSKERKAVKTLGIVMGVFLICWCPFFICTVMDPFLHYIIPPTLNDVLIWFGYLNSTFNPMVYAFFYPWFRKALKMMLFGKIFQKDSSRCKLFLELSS
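Test system: RD-HGA16 (CHO) cells co-expressing Gα16 and hTAAR1 / Benchmarks: DMSO vehicle as 0%, PEA at EC100 as 100% / Repeats: no replicates (n 1) / Measure: % activation from peak over basal fluorescence ratio, DMSO-to-PEA scaled / Timing: 17-24 h plating, Fluo-8 75 min 37 °C, 30 min RT / Technique: kinetic Fluo-8 calcium fluorescence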
M1 antag: human M1 muscarinic receptor antagonists, primary screen, CHO-K1 cells, Fluo-8 calcium fluorescence, 1536-well. CHO-K1 hM1, ACh EC80 antagonist. inhibition, % at 3 µM. 360,000 tested, 1.3% active. AID 588852, 2011;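 active = percent inhibition above its own plate's cutoff, namely the mean of that plate's compound wells plus 3 SD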;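 also: peak over basal fluorescence ratio during 140 s after agonist addition; 0% = ACh EC80 plus DMSO and 100% = DMSO alone without agonist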
M1 PAM: human M1 muscarinic receptor positive allosteric modulators, primary screen, CHO-K1 cells, Fluo-8 calcium fluorescence, 1536-well; CHO-K1 hM1, ACh EC20; 0% = ACh EC20, 100% = maximal ACh; activation, % at 3 µM; 360,000 tested, 0.088% active; in the data active = activation above about 19%, passing the limit was not always enough
CHRM5 agonist: human M5 muscarinic receptor agonists, primary screen, CHO-K1 cells, Fluo-8 calcium fluorescence. Muscarinic acetylcholine receptor M5 (Homo sapiens), P08912. CHO-K1 hM5 cells; 0% DMSO wells, 100% maximal acetylcholine response. activation, % at 3 µM. 360,000 tested, 0.19% active. AID 624037, 2012;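 active = activation above the run's mean over test compounds plus 3 SD, cut at about 23% in these data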;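 also: signal is peak over basal fluorescence ratio across the kinetic read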
Target sequence (P08912 whole entry, looked up): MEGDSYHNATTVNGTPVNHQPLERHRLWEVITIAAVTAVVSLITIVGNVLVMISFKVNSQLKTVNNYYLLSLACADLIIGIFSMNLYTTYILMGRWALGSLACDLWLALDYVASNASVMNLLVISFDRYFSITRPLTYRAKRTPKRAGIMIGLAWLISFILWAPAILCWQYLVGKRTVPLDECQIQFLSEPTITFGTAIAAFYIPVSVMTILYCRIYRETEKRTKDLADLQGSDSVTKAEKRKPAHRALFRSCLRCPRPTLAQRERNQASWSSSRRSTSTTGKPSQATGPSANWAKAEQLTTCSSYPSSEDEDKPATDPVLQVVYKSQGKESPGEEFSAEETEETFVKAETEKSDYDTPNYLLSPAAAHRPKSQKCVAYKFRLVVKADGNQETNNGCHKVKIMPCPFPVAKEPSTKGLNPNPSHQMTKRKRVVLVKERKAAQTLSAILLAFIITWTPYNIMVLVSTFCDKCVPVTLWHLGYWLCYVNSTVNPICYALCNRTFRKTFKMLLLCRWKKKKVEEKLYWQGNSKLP
CHRM4 antagonist: human M4 muscarinic receptor antagonists, primary screen, CHO cells, Fluo-8 calcium fluorescence | Muscarinic acetylcholine receptor M4 (Homo sapiens), P08173 | CHO-hM4 cells, ACh EC80 | inhibition, % at 3 µM | 360,000 tested, 0.73% active;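 active = inhibition above its plate's cutoff, the mean inhibition of sample wells plus 3 SD, cut at about 27% in these data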;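 also: 0% = acetylcholine EC80 with DMSO and 100% = DMSO without agonist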
CHRM5 PAM: human M5 muscarinic receptor positive allosteric modulators, primary screen, CHO-K1 cells, Fluo-8 calcium fluorescence. 360,000 tested, 0.3% active. CHO-K1 hM5, ACh EC20 PAM; 0% = ACh EC20, 100% = ACh EC100. activation, % at 3 µM. Muscarinic acetylcholine receptor M5 (Homo sapiens), P08912;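 active = activation above the run cutoff, the mean activation of all test compounds plus 3 SD, cut at about 18% in these data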
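Assay system: CHO-K1 hM5 cells. Also added: acetylcholine at EC20 concentration, added after compound. Dosing: 3 µM, single dose. Times: compound preincubation 140 s before EC20 acetylcholine addition. Signal: Fluo-8 calcium fluorescence. Measure: % activation relative to EC20 and EC100 ACh responses. Repeats: singlicate, one well per test compound.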
CHRM5 antagonist: human M5 muscarinic receptor antagonists, primary screen, CHO cells, Fluo-8 calcium fluorescence; CHO-hM5 cells, ACh EC80; 360,000 tested, 0.59% active; inhibition, % at 3 µM; AID 624040, 2012; Muscarinic acetylcholine receptor M5 (Homo sapiens), P08912;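 active = inhibition above a per-plate cutoff, the mean of that plate's test compounds plus 3 SD, cut at about 27% in these data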;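 also: 0% = acetylcholine EC80 with DMSO and 100% = DMSO without agonist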
CHRM1 agonist: human M1 muscarinic receptor agonists, primary screen, Fluo-8 calcium fluorescence, CHO-K1 cells, HTS | activation, % at 3 µM | Muscarinic acetylcholine receptor M1 (Homo sapiens), P11229 | CHO-K1 hM1, agonist mode; 0% DMSO, 100% acetylcholine EC100 | 360,000 tested, 0.33% active;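 active = activation above the run's mean compound activation plus 3 SD, cut at about 16% in these data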;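 also: peak over basal fluorescence ratio within a 140 s kinetic read after compound addition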
* hit, by the source's call; x = not tested or not shown. These rows are one share of the data (hit frequency here may not be typical).

SMILES | CHRM4 agonist | TAAR1 agonist | M1 antag | M1 PAM | CHRM5 agonist | CHRM4 antagonist | CHRM5 PAM | CHRM5 antagonist | CHRM1 agonist
CCCCCC(O)(c1ccc(OC)cc1)C(CN1CCOCC1)c1ccccc1 (centres undefined) | 2 | 25 | -9 | 2 | -5 | 11 | -5 | 2 | -6
O=C(NCc1ccccc1)N[C@@H](Cc1c[nH]c2ccccc12)C(=O)O | 1 | 10 | -14 | 12 | 1 | -5 | 0 | 3 | -2
CSc1ncc(CN2CCN(CCC(C)C)C(CCO)C2)cn1 (centres undefined) | 1 | 0 | -4 | 0 | -6 | -4 | 5 | 10 | -7
C[C@H](NC(=O)c1ncn(Cc2ccccc2)c1C(=O)N[C@@H](C)c1ccccc1)c1ccccc1 | 4 | 11 | 4 | 4 | 4 | -13 | 6 | 0 | 2
Cc1ccc(NS(=O)(=O)c2ccc(Cl)c(N=Nc3c(O)[nH]c(=O)[nH]c3=O)c2)cc1Cl | 1 | 2 | 3 | 2 | 1 | -1 | -7 | 6 | -3
O=C(CCSc1nc(-c2ccc3c(c2)OCO3)cc(C(F)(F)F)n1)NCc1ccccc1 | 0 | 0 | -39 | 9 | -3 | 2 | -3 | -8 | 2
Cc1ccc2nc(-c3ccco3)c(CC3CCCCC3)n2c1 | 2 | x | -15 | -2 | -1 | 9 | 0 | 6 | -5
O=C(Nc1ccc(Cl)cc1)c1cccc(S(=O)(=O)Nc2ccccn2)c1 | 2 | 5 | -10 | 11 | -2 | -2 | 9 | 2 | 1
COc1ccc(OC)c(S(=O)(=O)Nc2cc3c4c(c2)CC(=O)N4CCC3)c1 | 3 | 0 | -1 | 2 | -1 | -12 | -4 | -8 | -2
CC[C@H](C)[C@@H](C(=O)N1CCNCC1)n1cc([C@@H](N)CC(C)C)nn1 | 1 | 6 | -7 | 12 | 0 | 0 | -4 | 11 | -4
CC(C)N1CCC(n2nccc2NC(=O)c2ccc3c(c2)OCO3)CC1 | 0 | 2 | 2 | 0 | -4 | 9 | -9 | 13 | -4
CCOc1ccccc1CN1CCC(n2nccc2NC(=O)C2CCCC2)CC1 | 1 | 0 | 4 | -1 | -4 | 0 | -4 | 2 | -7

Four compounds from above, arranged by the number in TAAR1 agonist, lowest first:
SMILES | CHRM4 agonist | TAAR1 agonist | M1 antag | M1 PAM | CHRM5 agonist | CHRM4 antagonist | CHRM5 PAM | CHRM5 antagonist | CHRM1 agonist
CSc1ncc(CN2CCN(CCC(C)C)C(CCO)C2)cn1 (centres undefined) | 1 | 0 | -4 | 0 | -6 | -4 | 5 | 10 | -7
Cc1ccc(NS(=O)(=O)c2ccc(Cl)c(N=Nc3c(O)[nH]c(=O)[nH]c3=O)c2)cc1Cl | 1 | 2 | 3 | 2 | 1 | -1 | -7 | 6 | -3
O=C(Nc1ccc(Cl)cc1)c1cccc(S(=O)(=O)Nc2ccccn2)c1 | 2 | 5 | -10 | 11 | -2 | -2 | 9 | 2 | 1
C[C@H](NC(=O)c1ncn(Cc2ccccc2)c1C(=O)N[C@@H](C)c1ccccc1)c1ccccc1 | 4 | 11 | 4 | 4 | 4 | -13 | 6 | 0 | 2

(more compounds)
SMILES | CHRM4 agonist | TAAR1 agonist | M1 antag | M1 PAM | CHRM5 agonist | CHRM4 antagonist | CHRM5 PAM | CHRM5 antagonist | CHRM1 agonist
N#Cc1ccccc1OCC(=O)NC(N)=O | 0 | 1 | -5 | 7 | -6 | 6 | 1 | 4 | -4
O=C(COc1ccc(F)cc1)Nc1cc(S(=O)(=O)N2CCCCC2)ccc1N1CCCCC1 | -1 | 4 | -6 | 20 | -1 | -11 | -3 | -2 | 8
CN(c1ccccc1)S(=O)(=O)c1ccc2[nH]c(=O)[nH]c2c1 | 2 | 2 | -18 | 20 | 2 | 2 | 1 | 5 | -1
Cc1ccc(S(=O)(=O)NCCSc2ncccn2)cc1 | 2 | 8 | -5 | 4 | 5 | 0 | 4 | 6 | -3
CCOc1cc(CNc2ccc(Br)cc2)cc(Br)c1OCC(=O)NC(C)(C)C | 1 | -1 | -5 | -2 | 1 | -2 | -5 | 2 | 0
Cc1ccc(CCNC(=O)c2nn(C)c3c2CS(=O)(=O)c2ccccc2-3)cc1 | 8 | 5 | 4 | -1 | -3 | -11 | -1 | 3 | -2
c1ccc2oc(C3=NNC(=NC4CC4)SC3)cc2c1 | 2 | 1 | -3 | 9 | 0 | -6 | 4 | 3 | -5
Cc1cccc(NC(=O)c2nc[nH]c2C(=O)NC2CCN(C(=O)OC(C)(C)C)CC2)c1 | 2 | 12 | -4 | 4 | -2 | -14 | 16 | -12 | -4
C=C1CCN([C@@H](C)C(=O)NCCCCCC)S(=O)(=O)c2ccccc21 | 1 | 11 | 8 | 0 | 1 | -5 | 0 | -3 | -2
CC1CCCCN1CCCNC(=O)c1nn(C)c2c1CSc1ccccc1-2 (centres undefined) | 2 | 4 | -1 | -6 | -8 | -2 | -3 | 3 | -5
COc1ccc(CCNC(=O)Cn2c(=O)n(Cc3ccco3)c(=O)c3ccc(Cl)cc32)cc1OC | 3 | 4 | -38 | 9 | -5 | -5 | 0 | -1 | -6
COc1ccccc1/C=[N+](\[O-])C1SC(=S)N(C)C1(C)C (centres undefined) | 0 | 1 | -8 | 3 | -10 | -5 | 6 | -2 | -4
O=C(CNC(=O)c1cc(S(=O)(=O)N2CCCCC2)ccc1N1CCOCC1)Nc1ccc(F)c(F)c1 | 1 | 0 | 18 | -7 | 0 | -9 | -5 | 9 | -2
Cc1nc(-c2cccc(NC(=O)c3ccc(Cl)c(S(=O)(=O)N4CCCC4)c3)c2)cs1 | 18 | 11 | 11 | -12 | 2 | 4 | -19 | 16 | -1
Cc1ccc(NC(=O)c2sc3nc4c(c(-c5ccco5)c3c2N)CCC4)cc1 | 0 | 2 | -24 | 6 | -2 | -2 | -2 | 7 | -2
CCCn1c2ccccc2c2nnc(SCC(=O)Nc3c(C)n(C)n(-c4ccccc4)c3=O)nc21 | 4 | 3 | 3 | -2 | -4 | -6 | -1 | 8 | -11
CCN(CC(=O)Nc1ccc2c(c1)OCCO2)C(=O)/C=C/c1ccc(OC)cc1OC | 5 | 5 | 2 | 3 | -3 | -3 | -8 | 17 | -4
CCN(C(=O)Cn1c(=O)oc2ccccc21)c1cccc(C)c1 | 2 | 1 | -15 | 7 | 0 | -1 | 0 | 2 | -2
Cc1sc2nc(C(C)C)nc(SCC(=O)N3c4ccccc4CC3C)c2c1C (centres undefined) | 0 | -2 | -1 | -4 | -1 | -10 | -4 | 1 | -6
CC(=O)N1N=C(c2ccc(C)cc2)OC1c1ccc(Br)cc1 (centres undefined) | -1 | 1 | 0 | 8 | 2 | -1 | 3 | -24 | -4
CCc1cn(S(=O)(=O)c2ccccc2OC)nc1N | 1 | x | -1 | 1 | 2 | -7 | -6 | 3 | -1
CNc1cc(NS(=O)(=O)c2ccc(N)cc2)nc(NC)n1 | 0 | 2 | -24 | 4 | 0 | 7 | -3 | 8 | -1
COc1cc2[nH]c3c(N4CCN(c5ccccn5)CC4)ncnc3c2cc1OC | 13 | x | -1 | -1 | 1 | 9 | -22 | 14 | -1
COc1ccc(C/C(N)=N/OC(=O)c2cccs2)cc1 | 2 | 5 | -9 | 8 | -2 | -2 | 3 | 5 | -4
OCCCCC#Cc1c(-c2ccsc2)sc2ccccc12 | 1 | -1 | 3 | 5 | -6 | 1 | 4 | 7 | -4
O=C(CN1CCN(C(=O)c2ccco2)CC1)Nc1c2c(nc3c1CCC3)CCCC2 | 2 | 0 | 11 | -6 | -1 | 11 | -4 | -11 | -5
CCOC(=O)Nc1cc(NC(=O)OCC)ncn1 | 1 | 7 | -12 | 12 | 1 | -13 | 2 | -3 | 2
NC(=O)C1CCN(C(=S)NC2CC3C=CC2C3)CC1 (centres undefined) | 2 | 4 | -1 | 10 | 4 | 2 | 6 | -1 | 0
COC(=O)c1ccc(COC(=O)C2CCN(S(=O)(=O)c3ccc(C)c(C)c3)CC2)o1 | 1 | -1 | -11 | 6 | -3 | -14 | -4 | -4 | -4
O=c1oc2ccccc2nc1/C=C(\O)c1ccccc1 | 1 | 8 | 3 | 2 | -2 | 8 | -6 | 5 | -5
C=C1C(=O)O[C@H]2[C@H]1[C@H](OC(=O)/C(C)=C\C)C[C@]1(CO1)[C@@H]1[C@H](OC(C)=O)C=C(C)[C@]21O | 0 | 1 | -22 | 15 | 3 | 1 | -2 | 2 | 0
COc1cc2c(cc1OC)CN(C(=O)CC1CC3CCC1C3)CC2 (centres undefined) | 0 | 6 | -3 | 11 | 2 | 1 | 2 | -4 | -2
CSCCC(NS(=O)(=O)c1ccc(Cl)c(Cl)c1)C(=O)O (centres undefined) | 0 | 2 | -4 | 9 | 4 | 1 | 2 | 8 | -4
COc1cc(C2C(C#N)=C(N)Oc3n[nH]c(-c4cccnc4)c32)cc(Br)c1O (centres undefined) | -1 | 7 | 1 | -5 | 0 | -8 | -7 | -5 | -1
CCOC(=O)C(NC(=O)Nc1ccc(C(N)=O)cc1)(c1ccccc1)C(F)(F)F (centres undefined) | 1 | 1 | -4 | 6 | 2 | 7 | -3 | 1 | -5
Cn1c(=O)c2c(nc(N/N=C/c3ccc(OC(=O)c4ccco4)cc3)n2Cc2ccc(F)cc2)n(C)c1=O | 0 | 0 | -5 | 5 | 0 | -11 | -1 | 0 | -3
CCN(CC(=O)NCc1ccc(Cl)cc1)C(=O)c1cnc(Cl)c(Cl)c1 | 1 | -2 | -1 | -1 | 0 | 2 | 3 | -3 | -7
NC(=O)c1ccc(NC(=O)CSc2nnc(C3CCCCC3)n2N)cc1 | 0 | 5 | -14 | 16 | -3 | -2 | 3 | 6 | 0
O=c1oc2ccccc2c2[nH]ccc12 | 2 | 1 | 7 | -2 | 0 | 12 | 2 | 2 | -6
Cc1c(C(=O)N2CCCCC2)c(S(=O)(=O)N2CCN(c3ccc(Cl)cc3)CC2)c(C)n1C | 2 | -1 | 8 | 3 | -8 | 7 | -3 | 14 | -3
Cc1ccsc1CNC(=O)C1(C)CCN1C(=O)C(C)C (centres undefined) | 2 | 0 | -9 | 4 | -1 | -21 | 1 | -2 | 0
O=C(COc1ncnc2cc([N+](=O)[O-])ccc12)NCc1ccc2c(c1)OCO2 | 1 | 5 | -4 | 5 | 0 | -1 | 1 | 0 | -3
CCOC(=O)NNc1ccc(C(F)(F)F)cn1 | 1 | 0 | -10 | 12 | 1 | -11 | 4 | -11 | -2
COc1cc(C(O)c2nc(-c3cccc(F)c3)cs2)ccc1F (centres undefined) | 6 | 0 | -6 | 9 | 2 | 2 | -7 | 4 | 0
